sEH act: activators of human soluble epoxide hydrolase; purified human sEH enzymatic activity, activator screen; 91,000 compounds, 0.04% hits; AID 717; activation, % at 2 µM; P34913; in the data active means activation above about 37%; further: values of inactives mirror those of a sister screen read the other way
Target sequence (P34913 whole entry, looked up): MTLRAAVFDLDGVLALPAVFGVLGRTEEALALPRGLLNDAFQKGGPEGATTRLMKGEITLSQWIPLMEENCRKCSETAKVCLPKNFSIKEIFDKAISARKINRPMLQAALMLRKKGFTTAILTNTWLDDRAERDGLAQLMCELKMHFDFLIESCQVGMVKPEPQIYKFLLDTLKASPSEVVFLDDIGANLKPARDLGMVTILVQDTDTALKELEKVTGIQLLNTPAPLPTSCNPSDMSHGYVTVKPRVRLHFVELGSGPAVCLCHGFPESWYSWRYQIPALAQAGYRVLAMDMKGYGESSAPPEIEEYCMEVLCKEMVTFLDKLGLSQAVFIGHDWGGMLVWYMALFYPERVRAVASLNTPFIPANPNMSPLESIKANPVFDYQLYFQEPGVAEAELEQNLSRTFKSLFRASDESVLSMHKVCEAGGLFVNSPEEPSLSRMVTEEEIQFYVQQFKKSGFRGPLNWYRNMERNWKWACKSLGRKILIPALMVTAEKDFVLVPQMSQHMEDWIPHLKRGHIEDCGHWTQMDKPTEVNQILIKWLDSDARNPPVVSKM
MT1-MMP txn act: activates MT1-MMP transcription | HT1080 MT1-MMP promoter luciferase reporter, luminescence, overnight; hits give high values | activation factor at 10 µM | 86,000 compounds, 0.16% hits | AID 750;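 active means activation factor of at least 2 for MT1-MMP transcription at 10 µM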
ERb coact inh: blocks coactivator binding to human estrogen receptor beta | Q92731 | TR-FRET ER-beta LBD / SRC1-Cy5 peptide binding; receptor agonist-loaded with 1 µM estradiol | inhibition, % at 25.6 µM | 86,000 compounds, 1.3% hits;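 active means compounds whose percent inhibition of the receptor-coactivator binding signal exceeds about 50% in the single-dose screen, limit read from the data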;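 further: 0% = receptor plus peptide wells without compound and 100% = peptide-only wells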
Target sequence (Q92731 whole entry, looked up, the tested form may be a part): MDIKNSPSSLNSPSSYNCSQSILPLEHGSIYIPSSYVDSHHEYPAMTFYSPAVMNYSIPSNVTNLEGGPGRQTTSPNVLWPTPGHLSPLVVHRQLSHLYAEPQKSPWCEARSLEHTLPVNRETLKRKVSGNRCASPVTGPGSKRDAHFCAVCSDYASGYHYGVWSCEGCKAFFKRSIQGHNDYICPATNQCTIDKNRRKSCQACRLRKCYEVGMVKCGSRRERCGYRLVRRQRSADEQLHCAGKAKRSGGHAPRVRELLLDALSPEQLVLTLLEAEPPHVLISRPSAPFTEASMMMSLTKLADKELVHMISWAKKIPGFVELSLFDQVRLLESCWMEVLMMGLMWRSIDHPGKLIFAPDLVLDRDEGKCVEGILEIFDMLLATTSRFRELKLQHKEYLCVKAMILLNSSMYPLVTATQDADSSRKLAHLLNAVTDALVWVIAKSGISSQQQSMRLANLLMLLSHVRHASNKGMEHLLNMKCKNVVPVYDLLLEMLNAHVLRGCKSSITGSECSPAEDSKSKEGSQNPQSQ
Smad3 FoxH1 inh: blocks human Smad3 binding to FoxH1 peptide; P84022; 88,000 compounds, 0.29% hits; AID 630; TR-FRET Smad3/Dy647-FoxH1 peptide binding, europium anti-His; inhibition, % at 25 µM;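 active means compounds that reduce the energy-transfer binding signal between the protein and its labelled peptide by more than half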;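 further: 0% = Smad3 plus labelled peptide maximal FRET and 100% = peptide-only background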
CD11b adhes inh: blocks human CD11b/CD18 adhesion to fibrinogen. inhibition, % at 10 µM. 93,000 compounds, 0.54% hits. P05107+P11215. AID 1497. K562 CD11b/CD18 adhesion to fibrinogen, ATPlite luminescence; Mn2+ added to activate the integrin;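 active means primary inhibition of 50% or more at 10 µM, then 40% or more on retest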; further: some results filed as inactive read as strong as hits
ERa SRC1 pot: enhances coactivator binding to human estrogen receptor alpha. P03372. TR-FRET ERalpha-LBD/SRC-Cy5 coactivator binding, 2 h; 100 = basal binding, no effect. coactivator binding (% of control), % at 25.6 µM. 86,000 compounds, 1.3% hits. AID 639; in the data active means activity above about 200%;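 further: binding measured in presence of low estradiol as agonist stimulus; 0% = peptide alone without receptor and 100% = receptor with peptide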
Mac1 fbg enh: increases human CD11b/CD18 adhesion to fibrinogen; K562 CD11b/CD18 adhesion to fibrinogen, ATPlite luminescence; 93,000 compounds, 0.07% hits; P05107+P11215; activation, % at 10 µM;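 active means 10 µM primary screen giving 50% or more activity, confirmed by 40% or more on retest at that dose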; further: strong numbers were not always called active; reference of the scale not given here
Calb biofilm kill: kills Candida albicans biofilms. C. albicans biofilm + clotrimazole, Alamar Blue. inhibition, % at 6 µM. 85,000 compounds, 0.14% hits;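 active means inhibition above 20%; inactive means inhibition below 20%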;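 further: preformed 24 hr biofilms exposed to compound for 48 hr; 0% = biofilm without compound and 100% = blank killed by clotrimazole plus chlorhexidine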
sEH inhibitor: blocks human soluble epoxide hydrolase activity. P34913. 91,000 compounds, 0.34% hits. AID 707. inhibition, % at 2 µM. recombinant human sEH enzymatic activity assay; in the data active means inhibition above about 80%; further: values of inactives mirror those of a sister screen read the other way; many of its hits are not listed in these tables
* hit, by the source's call; / = no result given; [ ] = remark or other dose.

structure,sEH act,MT1-MMP txn act,ERb coact inh,Smad3 FoxH1 inh,CD11b adhes inh,ERa SRC1 pot,Mac1 fbg enh,Calb biofilm kill,sEH inhibitor
Cc1cccc(N2CCN(C(=O)c3cc4c(=O)[nH]c5ccccc5c4n3C)CC2)c1C,-1,1.1,26[fluorescence artefact?],10,/,116,/,7,3
CCCNS(=O)(=O)c1ccc(OCC(=O)NCCC2=CCCCC2)cc1,-24,1,3,6,3,94,0,7,26
CC(Oc1ccccc1)C(=O)Nc1cccc(-c2nc3ccccc3[nH]2)c1 (stereo unspecified),-17,/,/,/,8,/,-4,/,16
Cc1cc(C)cc(NC(=O)c2nnn(Cc3cc(C)ccc3C)c2N)c1,0,1.1,-3,6,1,137,0,-3,-1
COc1cccc2c1C(=O)CC2NC(=O)C(F)(F)F (stereo unspecified),-1,/,/,/,-11,/,-1,/,3
CCC(C)(C)C1CCC2(CC1)NC(CO)(CO)CO2 (stereo unspecified),4,1,24[fluorescence artefact?],-5,/,98,/,9,1
S=c1[nH]nc(-c2ccc(Br)cc2)n1Cc1ccco1,4,1.1,-2[fluorescence artefact?],1,4,88,0,5,-2
Cc1ccccc1S(=O)(=O)Cc1ccc(C(=O)N2CC(C)CC(C)C2)o1 (stereo unspecified),15,1.2,-9[fluorescence artefact?],12,4,107,3,1,-12
O=C(Oc1nsnc1N1CCOCC1)N(c1ccccc1)c1ccccc1,/,1.2,0,2,10,109,-2,4,/
CCOc1ccccc1NC(=O)CSc1nnnn1Cc1ccccc1,-6,1,-5,-6,-17,119,6,/,9
CCCCOc1cccc(C(=O)O)c1,7,1.1,6,6,-3,96,0,4,-9
O=C(CCl)Nc1ccccc1Sc1ccc(Cl)cc1,4,/,/,/,2,/,-1,/,-3
O=C(CCn1c(=O)oc2ccccc21)NCCCN1CCN(c2ccc(F)cc2)CC1,2,1.1,/,/,0,/,-4,/,-4
O=C(Cn1nc(Cc2cccnc2)c2ccccc2c1=O)NCC1CCCO1 (stereo unspecified),4,1.1,5,0,-1,120,-2,6,-5
O=C(NCc1ccncc1)c1nnc(Cc2c(F)cccc2Cl)o1,-1,1.1,-13[fluorescence artefact?],6,-4,112,-2,0,0
COc1ccc(-c2oc3ncnc(N)c3c2-c2ccccc2)cc1,3,/,17[fluorescence artefact?],-4,-14,112,-1,3,-3
CCn1c(Cc2ccccc2)nnc1SCC(=O)NC1CC1,-2,1.2,-7[fluorescence artefact?],4,/,98[fluorescence artefact?],/,5,2
O=C(c1ccc(Cl)cc1)c1oc2ccccc2c1CS(=O)c1ccccc1 (stereo unspecified),10,/,/,/,-15,/,-4,/,-9
CCN(CC)C(=O)c1sc(NC(=O)c2ccoc2C)c(C(=O)OC)c1C,/,1.2,0,-4,8,91,1,-1,/
C=C(C)COc1ccc(-c2nc(N)ncc2-c2ccc(OC)cc2)c(O)c1,12,1.2,2[fluorescence artefact?],-4,/,69,/,9,-10
O=C(CN(c1ccccc1F)S(=O)(=O)c1ccccc1)NC1CCCCCC1,-59,1,-5,15,2,115,-1,4,59
Cn1ccnc1SCc1ccc([N+](=O)[O-])cc1,11,/,/,/,2,/,-3,/,-13
Cc1ccc(Nc2nc3ccccc3[nH]2)nc1,5,1.8,1,-13,/,76[fluorescence artefact?],/,0,-2
CCc1ccc(C2CC(=O)NC(SCC(=O)OC(C)C)=C2C#N)cc1 (stereo unspecified),-9,1.3,8[fluorescence artefact?],-4,1,68[fluorescence artefact?],1,1,11
N#CCCN/N=C(/Cc1nc2ccccc2[nH]1)c1cccc(Cl)c1,5,/,/,/,4,/,6,/,-6
CCCOc1ccc(C(C)(O)CN2CCOCC2)cc1 (stereo unspecified),4,1,-2,14,-18,128,2,4,-5
O=c1cc(O)c(-c2ccccc2Cl)c(Cl)[nH]1,7,1.3,4,4,-9,96,-3,5,-9
O=C1C(Cl)=C(N2CCCCC2)C(=O)N1c1ccccc1,-10,1.2,-9,-4,3,109,9,-4,10
Cc1oc2c(c1C(=O)NCCO)CCCC2,-24,/,/,/,3,/,2,/,24
COc1cccc(-c2c(NC(=O)c3ccco3)n(-c3ccc(C)cc3)nc(C)c2=O)c1,5,1.1,0,-8,1,132,-4,3,-4
CCCCc1nc2ccccc2n1Cc1nnc2n1-c1ccccc1SC2,/,1.2,-1,12[fluorescence artefact?],-11,111,-3,-1,/
Cn1cnc2c1c(=O)n(Cc1ccccc1)c(=O)n2C,7,1.1,0,-7,-2,120,1,-4,-3
CN(C)c1nc(N/N=C\c2ccc(Cl)c([N+](=O)[O-])c2)nc(Nc2ccc(F)cc2)n1,-7,1.2,31,11,/,102,/,0,6
CCC(C)NC(=O)Cn1c(=O)n(-c2ccccc2)c(=O)c2ccc(C(=O)NCc3ccco3)cc21 (stereo unspecified),1,0.9,-7,-5,/,116,/,3,-1
CN(C)c1ccc(NC(=O)Cn2cc3c(n2)CCCC3)cc1,/,1.3,95*[fluorescence artefact?],-2,4,16[fluorescence artefact?],-3,19,/
COc1cc(CNCCSc2nnnn2C)cc(Br)c1OCc1ccc(F)cc1,6,/,/,/,24,/,2,/,-2
CCOc1ccc(N=c2oc3cc(O)ccc3cc2C(=O)NCC2CCCO2)cc1 (stereo unspecified),13,1,20,2,6,90,13,4,-15
COC(=O)CCC(=O)Nc1nnc(C(F)(F)F)s1,-11,1.1,-8,7,0,90,4,5,8
CCOc1ccc(NS(=O)(=O)c2ccc(OCC(=O)N3CCCC3)cc2)cc1,2,1.2,0,5,-12,107,4,6,-4
CCN(CC)C(=O)C1CCN(S(=O)(=O)c2ccc3oc4ccccc4c3c2)CC1,-2,1.2,-9,-4,/,95,/,-1,1
Cc1c(C)n(C(=O)CN2CCN(c3ccccc3)CC2)c2ccccc12,-2,1.1,-32,9[fluorescence artefact?],-6,108,3,0,-1
Cn1c(-c2ccc(C(=O)c3ccccc3)s2)nc2ccccc21,7,0.9,4,2,/,124,/,10,-5
Cc1cccc(OCc2n[nH]c(=S)n2C2CCCCC2)c1,-12,1.1,-6,-11,/,55,/,/,16
Cc1cc(NC(=O)COc2cccc3cccnc23)no1,28,1.1,50*[fluorescence artefact?],-7,/,52[fluorescence artefact?],/,-1,-31
Cc1ccc(-c2nnn(CC(=O)N(c3cccc(O)c3)C(C(=O)NC(C)(C)C)c3cccs3)n2)o1 (stereo unspecified),4,1.1,25[fluorescence artefact?],-7,-18,93,0,4,-6
CCOc1ccccc1Oc1coc2cc(OC)ccc2c1=O,-2,1.6,-4,-8,/,117,/,4,6
Cc1noc(C)c1S(=O)(=O)N(CC(=O)Nc1ccc2c(c1)OCO2)c1ccc(C(C)C)cc1,20,1.1,10,-2,6,99,-4,13,-16
COc1ccccc1NCCC#N,24,1,3[fluorescence artefact?],13,0,113[fluorescence artefact?],2,2,-21
COC(=O)[C@H](C)NC(=O)Nc1ccccc1F,1,1.2,2,-8[fluorescence artefact?],-6,92,1,-3,0
Cc1cc(NC(=O)CCC(=O)N(c2cccnc2)C(C(=O)NC2CCCC2)c2ccccc2F)no1 (stereo unspecified),16,1.1,-8,-4,/,117,/,6,-13

(more compounds)
structure,sEH act,MT1-MMP txn act,ERb coact inh,Smad3 FoxH1 inh,CD11b adhes inh,ERa SRC1 pot,Mac1 fbg enh,Calb biofilm kill,sEH inhibitor
O=C(CN1C(=O)C2C3C=CC(C3)C2C1=O)Nc1nc(-c2ccccn2)cs1 (stereo unspecified),-5,1.2,15,-5,-27,77,3,3,-1
O=C1c2ccccc2C(O)(Cc2ccccc2)N1CCCN1CCOCC1 (stereo unspecified),/,1.1,-2[fluorescence artefact?],4,-32,117,2,3,/
COc1ccc(S(=O)(=O)NCCc2cn3cccc(C)c3n2)cc1OC,4,/,8[fluorescence artefact?],-4,-19,82[fluorescence artefact?],1,8,-1
COC(=O)c1c(F)c(F)c(NCCO)c(F)c1F,/,1.2,-5,-2,7,138[fluorescence artefact?],0,-2,/
Cn1c(=O)c2c(nc(N3CCNCC3)n2Cc2cccc3ccccc23)n(C)c1=O,1,1.1,-5,0,-7,121,0,10,-2
CCc1cccc2c(=O)c(C(=O)N3CCCCCC3)c[nH]c12,17,0.9,-6,-4,-43,85,13,2,-22
COc1ccc2[nH]c(C)c(C(=O)CN3CCc4cc(OC)c(OC)cc4C3)c2c1,3,1,/,/,0,/,-1,/,-2
Cc1nc2ccccc2c(=O)n1/N=C/c1c(O)ccc2oc3c(c12)CCCC3,-9,1,25,2,13,95,18,8,9
CC1(C)CC(=O)C2=C(C1)OC(N)=C(C#N)C21CCN(C(=O)OCc2ccccc2)CC1,8,1.3,-4,3,22,94,-3,2,-4
COc1ccccc1N1CCN(C(=O)c2ccoc2C)CC1,13,1.1,3[fluorescence artefact?],3,3,99[fluorescence artefact?],1,5,-10
COc1ccc(N(CC(=O)N2CC=C(c3ccccc3)CC2)S(=O)(=O)c2c(C)noc2C)cc1,-1,1,-7,4,-14,99[fluorescence artefact?],-3,7,0
O=C1CC(=C(c2ccccc2)c2ccccc2)C(=O)N1CCCCN1CCN(c2cccc(Cl)c2)CC1,-4,/,/,/,-1,/,4,/,6
Cc1ccc(S(=O)(=O)Nn2c(C)nnc2-n2nc(C)cc2C)cc1,6,1.2,6,0,-9,115,-3,5,-3
O=C(CCc1nc(-c2ccccc2)no1)Nc1cc(C(F)(F)F)ccc1Cl,/,1.2,0[fluorescence artefact?],-18,-3,109,4,9,/
COCCNC(=S)N/N=C(\C)c1ccc(-n2ccnc2)cc1,1,/,/,/,-12,/,0,/,2
Cc1onc(-c2ccccc2Cl)c1C(=O)N(C)C1CCCCC1,-3,1,6,2,18,104,-1,4,2
Cc1ccccc1NC(=O)C1c2cccc[n+]2CC(=O)N1c1c(C)cccc1C (stereo unspecified),1,1.1,1[fluorescence artefact?],7,-5,81[fluorescence artefact?],-4,13,2
COC(=O)c1ccc(C2C(C(=O)OCC(C)C)=C(C)N=C3SCCC(=O)N32)cc1 (stereo unspecified),14,1.1,-3,1,/,95,/,4,-15
CNC(=O)c1cc2c(=O)n3cccc(C)c3nc2n(C(C)C)c1=N,14,1.1,12,0,-8,90[fluorescence artefact?],0,0,-16
CN1C(=O)OC(C)(CCc2ccccc2)C1(C)O (stereo unspecified),-1,0.9,1[fluorescence artefact?],14,/,119,/,8,3
CCc1ccc2[nH]c(=O)c(CN(CCN(C)C)C(=O)Nc3ccccc3)cc2c1,11,1.3,-8,8,1,130[fluorescence artefact?],-2,7,-11
CCCc1nc2ccccc2c(=O)n1/N=C/c1ccccc1O,/,1,2[fluorescence artefact?],2,21,127,0,6,/
COc1ccc(Cc2nn3c(-c4ccccc4Br)nnc3s2)cc1,3,0.9,-5[fluorescence artefact?],5,-4,101,3,10,1
Cn1c(SCC(=O)Nc2ccc(N3CCOCC3)c(Cl)c2)nnc1-c1ccccc1,-6,1.1,3,10[fluorescence artefact?],/,126,/,9,7
COc1ccc(CC(NC(=O)c2ccccc2)C(=O)NCC(=O)O)cc1 (stereo unspecified),-1,1,-20,-3,-17,100,1,-7,3
Cc1nc2ccccc2n1C1CC(=O)N(Cc2ccccc2)C1=O (stereo unspecified),14,1.2,3[fluorescence artefact?],6,32,110,-4,5,-14
FC(F)(F)c1cc(-c2ccccc2)nc(N2CCCCCC2)n1,20,1,15,-13,-3,104,18,-2,-20
CCOc1nc(N(C)C)nc(-n2nnc(C(C)=O)c2C)n1,-41,1,-3,0,3,121,0,-3,40

Not all compounds are listed, so the mix of outcomes need not match the whole.
